Fluorescein fluor – fluorescein region autofluorescence | actives 0.91% (n = 59,000) | AID 593 | max fluorescein-equivalent concentration, M | Compound autofluorescence, 480/540 nm, fluorescein-equivalent; active compounds read high; in the data active = max fluorescein-equivalent concentration above about 10 nM; inconclusive = between about 1.1 nM and that limit
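Spectral profiling of library compounds in the fluorescein window (480 nm excitation, 540 nm emission) after 15 min at room temperature in pH 8.0 Tris (100 mM). Values are dye-equivalent concentrations.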
Ub-GFP proteasome – ubiquitin-GFP accumulation via proteasome inhibition; 67,000 tested, under 10 active; Ubiquitin-GFP reporter cells, proteasome inhibition, GFP fluorescence; response scale: untreated = 0%, 10 µM MG-132 = 100%; Potency, µM (doses to about 45.9 µM), inactives show top-dose activation (GFP accumulation), most hits filed as activators; active = well fitted activation curve with a large enough effect, not every such curve was filed as active; inconclusive = small, poorly fitted or top-dose-only effect, or another doubt; inactive = no such curve, though single readings can be large or run the other way; also: potency is read from the fitted curve at half-maximal effect
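U2OS cells stably expressing ubiquitin(G76V)-GFP, seeded overnight in 0.5% FBS medium, were exposed to compounds (qHTS, 46 uM to 2.9 nM) for 4 hr at 37 °C. GFP-positive cells were counted by laser cytometry (488 ex/515 em), normalized between basal and 10 uM MG-132.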
FLuc inh – inhibitors of firefly luciferase; purified firefly luciferase, luminescence, 8 min; Potency, µM (top dose mostly 57.1 µM), without a hit: at the highest dose activity change, negative = inhibition, actives largely listed as inhibitors; P08659; actives 2.2% (n = 72,000); AID 411; also: potency is read from the fitted curve at half-maximal effect; % is scaled to controls: 0 for no effect and ±100 for the full control effect; nearly all actives have a fitted effect of over 40% in size
Target sequence (P08659 whole entry, looked up): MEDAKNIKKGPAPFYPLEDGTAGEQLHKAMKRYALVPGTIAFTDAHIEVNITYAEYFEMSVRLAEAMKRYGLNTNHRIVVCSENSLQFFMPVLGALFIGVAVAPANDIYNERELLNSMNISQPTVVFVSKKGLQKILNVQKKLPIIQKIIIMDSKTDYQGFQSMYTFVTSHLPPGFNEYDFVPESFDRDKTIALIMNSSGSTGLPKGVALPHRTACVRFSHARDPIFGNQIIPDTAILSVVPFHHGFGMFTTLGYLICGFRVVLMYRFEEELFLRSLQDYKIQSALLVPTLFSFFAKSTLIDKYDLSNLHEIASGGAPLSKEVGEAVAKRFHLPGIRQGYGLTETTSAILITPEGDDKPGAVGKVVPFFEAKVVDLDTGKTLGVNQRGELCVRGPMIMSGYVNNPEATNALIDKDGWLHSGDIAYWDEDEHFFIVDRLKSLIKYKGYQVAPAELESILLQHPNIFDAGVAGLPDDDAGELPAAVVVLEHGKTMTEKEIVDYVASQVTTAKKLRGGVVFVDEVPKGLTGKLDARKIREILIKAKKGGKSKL
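Titration-based qHTS; buffer 50 mM imidazole pH 7.2, 50 mM KCl, 7 mM MgCl2, 10 uM ATP, 0.01% Tween 20, 0.05% BSA; luciferase/luciferin detector mix added after compound; 8 min, ambient; luminescence.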
ERK AVP block – vasopressin-driven ERK pathway inhibition; HEK293-V1b, vasopressin-stimulated pERK AlphaScreen; actives 0.99% (n = 72,000); AID 995; Potency, µM (doses to about 57.5 µM), without a hit: top-dose activity, negative = inhibition, actives largely listed as inhibitors; also: potency is read from the fitted curve at half-maximal effect; % is scaled to controls: 0 for no effect and ±100 for the full control effect; nearly all actives have a fitted effect of over 55% in size
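Phosphorylated ERK1/2 detected via AlphaScreen bead proximity in lysates of V1b-expressing HEK293 cells given 25 nM vasopressin for 5 min after 30 min compound exposure (37 °C). AC50 from Hill equation; basal DMSO 0%, vasopressin 100%.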
4-MU autofl – compounds fluorescent in 4-MU spectral region | actives 11% (n = 59,000) | max dye-equivalent concentration, M | compound autofluorescence, 340/450 nm, 4-MU equivalents; active compounds read high; in the data active = max dye-equivalent concentration above about 10 nM; inconclusive = mostly about 1.1 nM to 9.6 nM
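Compounds in 100 mM Tris, pH 8.0, incubated 15 min at room temperature, then fluorescence read at 340 nm excitation/450 nm emission. Signal converted to 4-MU dye-equivalent concentration using an on-plate six-point 4-MU standard curve.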
Epigenetic mod – derepresses silenced GFP locus in mouse C127i cells. actives 0.09% (n = 68,000). Potency, µM (series often up to 46.1 µM), for inactives: at the top dose GFP derepression (activation). mouse C127i GFP locus derepression, cytometry, 30 h; also: % of control where 0% means no effect
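Locus derepression in mouse mammary C127i cells whose integrated CMV-GFP reporter is normally silent; GFP expression after 30 h compound treatment was quantified by counting fluorescent cells.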
A350 autofl – A350 region autofluorescence; Compound autofluorescence, 340/450 nm, Alexa 350 dye-equivalents; active compounds read high; max dye-equivalent concentration, M; actives 11% (n = 59,000); AID 590; in the data active = max dye-equivalent concentration above about 10 nM; inconclusive = mostly about 1.1 nM to 9.6 nM
CRE Fsk mod – CRE-bla signaling modulation under forskolin stimulation; Potency, µM (doses to about 38.2 µM), for the others: top-dose activity change, negative = inhibition, actives largely listed as activators; actives 2.5% (n = 71,000); CHO CRE-bla reporter (cAMP response element driving beta-lactamase), forskolin EC10, beta-lactamase ratio; AID 662; active = well fitted activation curve with a large enough effect in the signal ratio, with a control signal flat, not every such curve was filed as active; inconclusive = small, poorly fitted or top-dose-only effect, or effect the other way, or a change in a side signal; the % refers to the signal ratio; also: potency is read from the fitted curve at half-maximal effect; % of control where 0% means no effect
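Using CellSensor CRE-bla CHO cells in Opti-MEM with 0.5% dialyzed FBS, compounds were titrated with EC10 NKH 477 for 3 h at 37 °C. CCF4 ratio (460/530 nm) gave %Activity; AC50 derived.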
HBB splicing – hemoglobin beta splicing modulation; Potency, µM (doses to about 46.1 µM), for inactives: top-dose activation, hits mostly activators; actives 0.06% (n = 65,000); HBB splicing reporter cell assay, activation; EGFP reporter with mutant IVS2-654 intron; response scale: normalised to 500 nM splice-correcting PNA; also: potency is read from the fitted curve at half-maximal effect; 0% is about no effect
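Compounds were applied for 2 days to HeLa EGFP-654 cells, 500/well in Optimem with 2% FCS. The reporter's EGFP is disrupted by mis-splicing of beta-globin intron IVS2-654. Readout: summed well GFP fluorescence from 488 nm laser scanning; reference was 500 nM antisense […] 654 PNA.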
Hsp90 Hop PPI – changes Hsp90-Hop TPR2A binding signal, up or down; AID 595; AlphaScreen TPR2A-His6 binding biotin-Hsp90 C-terminal peptide; actives 0.44% (n = 71,000); Potency, µM (doses to about 57 µM), without a hit: at the highest dose activity change, negative = inhibition; active = well fitted curve in either direction with a large enough effect; inconclusive = small, poorly fitted or top-dose-only effect, or another doubt; also: potency is read from the fitted curve at half-maximal effect; % is scaled to controls: 0 for no effect and ±100 for the full control effect; many of its hits are not listed in these tables
TexasRed autofl – compound fluoresces in the Texas Red spectral region | Compound fluorescence, Texas Red channel, 547/618 nm; active compounds read high | max dye-equivalent concentration, M | actives 0.06% (n = 59,000); in the data active = max dye-equivalent concentration above about 10 nM; inconclusive = between about 1.1 nM and that limit
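Texas Red-region profiling: compounds in 100 mM Tris pH 8.0 were read at 547/618 nm after 15 min at room temperature. Intensities were normalized against a six-point Texas Red standard series to give dye-equivalent concentration.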
* hit, by the source's call; i = inactive; ? = inconclusive; nt = not tested or not shown; [ ] = another dose, or the depositor's remark. Unless noted, calls follow the shape of the dose curve; as a rule, active = well fitted curve in the direction sought with a large enough effect; inconclusive = small, poorly fitted or top-dose-only effect, or another doubt; inactive = no such curve, though single readings can be large; an effect the other way counts as inactive or inconclusive. Some of the compounds tested; count on the stated rates, not on these rows.

Results follow in this order: 4-MU autofl, TexasRed autofl, HBB splicing, Ub-GFP proteasome, CRE Fsk mod, A350 autofl, ERK AVP block, Fluorescein fluor, Epigenetic mod, Hsp90 Hop PPI, FLuc inh
CCCN(CCC)CCNC(=O)c1cc2c(=O)n(C)c3ccccc3c2n1C
→ nt, nt, -0.8%, 3%, 19%, nt, -18%, nt, nt, -3%[2.3 µM], -3%
O=C(O)c1cc(Cl)cc(Cc2cc(Cl)cc(C(=O)O)c2O)c1O
→ i, i, 0.6%[9.22 µM], -5%[9.17 µM], -4%[7.6 µM], i, -5%[11.5 µM], ?, -7%[9.22 µM], 0%[11 µM], 2%[11.4 µM]
Cc1ccccc1-c1cncnc1NCc1cccs1
→ 1.6e-08M*, i, -0.8%, -3%, 2%, 2.7e-08M*, 25µM*, ?, 0%[9.22 µM], -1%, 1%[2.29 µM]
Cc1ccc(S(=O)(=O)N2CCOCC2)cc1C(=O)Nc1c(C)n(C)n(-c2ccccc2)c1=O
→ i, i, 3.1%, -2%, -4%, i, -7%, i, 2%, -4%, 0%
CC1CN(C(=O)Cn2cnc3c2c(=O)n(C)c(=O)n3C)CC(C)O1 (stereo unspecified)
→ i, i, -0.7%, -3%, -1%, i, -14%, i, 3%, -4%, -2%
COCCn1c(CN2CCN(c3ccc(OC)cc3)CC2)nc2c1c(=O)n(C)c(=O)n2C
→ i, ?, 3.4%[1.84 µM], 6%, ?, i, -2%, i, 5%, 0%, 1%
N#Cc1c(NC(=O)CCC(=O)O)sc2c1CCCC2
→ i, i, nt, nt, nt, i, nt, i, 0%[20.6 µM], nt, 2%[25.5 µM]
COc1ccc(OC)c(Nc2nc(-c3cccs3)cs2)c1
→ i, i, 6.9%, 17%, ?, i, ?, i, -1%, -13%, -7%
COc1ccc(CNC(=O)CSc2nnnn2Cc2ccccc2)cc1
→ i, i, nt, -3%, -7%, i, 5%, i, -3%, 0%, -1%
O=C(O)CCC(=O)N1CCN(c2nc3ccccc3s2)CC1
→ i, i, -0.1%, 6%, ?, ?, ?, i, 5%, -2%, -1%
C=CCn1c(SCc2nc3c(c(=O)[nH]c(=O)n3CCCC)n2CCC)nnc1-c1ccccc1
→ i, i, -0.9%, 3%, ?, ?, -12%, ?, 2%, -2%, 2%
CCCCOc1ccc(CN(C)c2ncnc(N)n2)cc1
→ i, i, nt, nt, nt, i, nt, i, 3%[20.6 µM], nt, -2%[25.5 µM]
O=C(c1ccco1)N1CCC2(CC1)CN(c1ccccc1)C2
→ i, i, 1.8%, -8%, -20%, i, 3%, i, -2%[9.22 µM], -18%, -1%[11.4 µM]
O=C(O)C1CCCN1S(=O)(=O)c1cccc2cccnc12 (stereo unspecified)
→ nt, nt, -0.6%, 3%, -17%, nt, nt, nt, nt, -1%, 3%
COc1ccc(N2C(=O)CCC(C(=O)N3CCC(C(N)=O)CC3)C2c2ccc(F)cc2)cc1 (stereo unspecified)
→ ?, i, -0.2%, -4%, -4%, ?, -5%, ?, 0%, -1%, 1%
Cc1sc2nc(SCC(=O)c3cc(C)n(CC4CCCO4)c3C)n(C(C)C)c(=O)c2c1C (stereo unspecified)
→ i, i, 0.2%[57.5 µM], 2%, ?, i, ?, ?, -2%, -8%, 2%
COc1ccc(N(CC(O)CN2CCCCC2)S(=O)(=O)c2ccc(C)cc2)cc1 (stereo unspecified)
→ i, i, nt, 5%, -1%, i, -12%, ?, 0%, -2%, 3%
CC(C)(C)n1ncc2c(=O)n(CC(=O)N3CCc4ccccc43)cnc21
→ i, ?, -4.0%, 0%, ?, i, -1%, i, -3%, -11%, -10%
CN1CCCN([C@@H](c2ccccc2)c2ccc(Cl)cc2)CC1
→ i, i, -1.2%[20.6 µM], -9%[20.5 µM], -11%[17.1 µM], ?, -13%[25.7 µM], i, 4%[20.6 µM], -1%[26 µM], -1%[25.5 µM]
Cc1[nH]c2ccc(-c3nnc(SCC(=O)N4CCCc5ccccc54)o3)cc2c1C
→ i, i, -1.3%, 1%, ?, i, 3%, ?, 0%, -1%, 0%
Cc1c(NS(C)(=O)=O)c(=O)n(-c2ccccc2)n1C
→ i, i, -0.3%, 1%, 0%, i, -1%, ?, 1%, -4%, 0%
CCOC(=O)Cc1csc(NC(=O)c2ccc3c(c2)OCO3)n1
→ i, ?, -1.7%, -1%, 5%, i, -15%, i, 2%, -3%, 20µM*
Cc1noc(C)c1COC(=O)CCC(=O)c1ccc(F)cc1
→ i, i, -2.7%, -1%, ?, i, 1%, ?, 2%, 0%, 0%
COc1ccc(C)cc1S(=O)(=O)Nc1cccc(SC)c1
→ i, i, -0.6%, -2%, -12%, ?, 9%, i, 6%, -4%, 3%
CCCCNc1nc(C)nc2c1nc(-c1ccccc1)n2CCCN(C)C
→ nt, nt, -0.7%, -1%, 1%, nt, -1%, nt, nt, 0%, nt
CCOC(=O)C1=C(C)NC2=C(C(=O)CCC2)C1c1cccs1 (stereo unspecified)
→ 2e-07M*, i, -0.4%, 0%, 30%, 2.4e-07M*, -9%, i, -2%, 2%, 3%
CCOc1ccc(Nc2ncnc3c2cnn3-c2ccccc2)cc1
→ nt, nt, 0.2%, -7%, 4%, nt, nt, nt, nt, 0%, 3%
COc1ccc(NC(=O)N2CCC3(CC2)CCN(C(=O)c2ccncc2)CC3)cc1
→ i, i, -0.4%, -8%, 2%, i, 12%, i, 3%[9.22 µM], 0%, 0%[11.4 µM]
CCC1(CC)Nc2ccccc2C(=O)N1c1ccc(NC(C)=O)cc1
→ 2.1e-06M*, i, 2.2%[0.369 µM], nt, -1%, 2.9e-06M*, -11%, i, 0%, -2%, -6%
Cc1ccc(NC(=O)c2cc(C)on2)cc1
→ i, i, -1.4%, 2%, 23%, i, 16%, i, 1%, 0%, 16µM*
Cc1cc(C(=O)N2CCOCC2)n(-c2ccccc2)n1
→ nt, nt, -0.5%, -1%, -2%, nt, -22%, nt, 0%, 0%, 2%
CCS(=O)(=O)NCC(c1cccnc1)N1CCN(c2ccc(F)cc2)CC1 (stereo unspecified)
→ i, i, 0.5%, -9%, -15%, i, 12%, i, -3%, -6%, -1%
c1cncc(-c2cncnc2NC2CCNCC2)c1
→ i, i, -0.8%, 4%, ?, i, -19%, 1.4e-08M*, 2%[9.22 µM], 2%, 0%[2.29 µM]
CCCc1cc(C(N)=O)c(NC(=O)C2CCCO2)s1 (stereo unspecified)
→ 1.4e-08M*, i, -1.1%, 3%, 7%, 1.2e-08M*, -30%, ?, 2%, -8%, -3%
c1csc(-c2nn3c(C4CCCCC4)nnc3s2)c1
→ i, i, nt, nt, nt, i, nt, i, -4%[20.6 µM], nt, 1%[25.5 µM]
CC(=O)N1CCN(C2=Nc3cccc4cccc2c34)CC1
→ 2.5e-08M*, i, 0.1%[57.5 µM], 3%, -3%, 2.5e-08M*, -23%, 2.7e-08M*, 11%, -2%, -1%
N#CC1=C(N)OC2=C(C(=O)CCC2)C12CCN(C(=O)OCc1ccccc1)CC2
→ i, i, nt, 5%, 3%, i, 16%, i, 0%, -2%, 0%
Cc1ccc(C(C)C)c(Oc2nnnn2-c2ccccc2)c1
→ i, i, 2.0%, 18%, ?, i, 15%, i, -3%, 26%, 1%
COc1ccc(OC)c(S(=O)(=O)N2c3cc(F)ccc3CCC2C)c1 (stereo unspecified)
→ i, i, -0.4%, 6%, -7%, i, -15%, i, 2%, 4%, 1%
O=C(Nc1ccc(NC(=O)C2CC2)nc1)c1ccco1
→ i, i, nt, -2%, 0%, i, 7%, i, -5%, 1%, -4%
Cc1cc(C)n(C(=O)CNC(=O)c2cccs2)n1
→ i, i, nt, nt, nt, ?, nt, ?, 5%[20.6 µM], nt, 2%[25.5 µM]
Cc1c(Cl)cccc1NC(=O)CC(C(=O)O)C1CCCO1 (stereo unspecified)
→ i, i, nt, 7%, -1%, i, 7%, i, -1%, -5%, -1%
O=C(NCc1ccccn1)c1c(O)c2c([nH]c1=O)CCCC2
→ i, i, nt, 6%, 0%, i, 29%, i, -1%, -4%, -1%
CC(C)CCNC(=O)CCNS(=O)(=O)c1ccc(Cl)cc1
→ i, i, 1.7%[1.84 µM], -7%, ?, i, 7%, i, 0%, 4%, 1%
O=C(NC1CCCCC1)c1ccc(S(=O)(=O)N2CCOCC2)cc1
→ nt, nt, 0.0%[9.22 µM], 10%, 1%, nt, 22%, nt, 2%, -2%, 4%
O=C(Nc1ccc2c(c1)oc1ccccc12)C1CC1
→ i, i, nt, -3%, -23%, i, -4%, i, 2%, 1%, -24%
CCCc1nc(SCC(=O)N2CCCC2)c2ccccc2n1
→ i, ?, -0.7%, 4%, -4%, ?, 1%, i, -2%, -3%, -1%
